# Tau fluor cs: counter-screen for tau fibril formation inhibitors; tau K18 P301L Alexa594 fluorescence, heparin fibrillization; Potency, µM (doses to about 57.7 µM), inactives show at the top dose activity change, negative = decrease; 0.93% of 280,000 active; further: nearly all actives have a fitted effect of over 55% in size
#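 Human K18 P301L tau (15 uM unlabeled plus 0.24 uM Alexa 594-labeled, final) in 100 mM sodium acetate pH 7 was mixed with compound and 20 uM heparin and incubated 6 hr at 37 C.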
# TexasRed fluor: counter-screen for TRb-SRC2 inhibitors: fluorescence interference; TRb/SRC2 Texas Red total fluorescence interference; Potency, µM (titrated, usually from 106 µM), without a hit: top-dose fluorescence change, negative = quenching; 0.29% of 280,000 active; AID 1479; active means well fitted curve in either direction with a large enough effect; inconclusive means small, poorly fitted or top-dose-only effect
#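 Human TRβ ligand-binding domain (0.6 uM) and Texas Red SRC2 peptide (20 nM) in Tris buffer with 1 uM T3 and 5% DMSO were incubated with pinned compound for 5 hr at ambient temperature. Total fluorescence was computed as S + 2P (555/632 nm).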
# ALDH1A1 block: blocks purified human ALDH1A1 activity. Purified ALDH1A1, NADH fluorescence, propionaldehyde substrate. Potency, µM (top dose mostly 75.3 µM), inactives show at the highest dose activity, negative = inhibition, most hits filed as inhibitors. AID 1030. P00352. 7.3% of 220,000 active; active means well fitted inhibition curve with a large enough effect, not every such curve was filed as active; inconclusive means small, poorly fitted or top-dose-only effect, or another doubt; inactive means no such curve, though single readings can be large or run the other way;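 further: plate controls were no enzyme wells and a reference inhibitor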
# TRb-SRC2 inh: TRbeta-SRC2 interaction inhibition | P10828 | TRbeta-SRC2 peptide binding, fluorescence polarization; receptor liganded with 1 µM T3 | Potency, µM (series often up to 106 µM), inactives show top-dose activity change, negative = inhibition, usual class: inhibitors | 0.065% of 280,000 active | AID 1469;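 further: plate controls were bound peptide for no effect and peptide without receptor for full effect; nearly all actives have a fitted effect of over 50% in size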
# Target sequence (P10828 whole entry, looked up): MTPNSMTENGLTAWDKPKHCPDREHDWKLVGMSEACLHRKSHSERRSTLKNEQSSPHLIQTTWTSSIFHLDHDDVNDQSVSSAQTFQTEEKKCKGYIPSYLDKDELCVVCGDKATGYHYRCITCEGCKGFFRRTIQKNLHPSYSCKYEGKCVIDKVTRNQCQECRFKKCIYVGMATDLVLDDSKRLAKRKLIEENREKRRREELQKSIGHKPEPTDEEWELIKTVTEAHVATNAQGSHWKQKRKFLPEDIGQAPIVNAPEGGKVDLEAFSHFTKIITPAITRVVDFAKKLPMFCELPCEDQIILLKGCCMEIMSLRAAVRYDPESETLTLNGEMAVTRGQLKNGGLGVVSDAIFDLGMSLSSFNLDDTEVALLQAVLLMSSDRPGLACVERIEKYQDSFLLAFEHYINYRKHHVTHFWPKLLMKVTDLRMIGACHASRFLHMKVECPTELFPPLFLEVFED
#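 Human TRb ligand-binding domain (0.6 uM) is mixed with 20 nM Texas Red SRC2 peptide and 1 uM T3; after compound addition and 5 hr at ambient temperature, polarization is measured and normalized to unbound and bound controls.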
# GLA spleen mod: inhibits or activates alpha-galactosidase in human spleen homogenate; P06280; human spleen homogenate, 4MU-alpha-Gal fluorescence, 40 min; Potency, µM (highest dose often 80 µM), without a hit: at the highest dose activity change, negative = inhibition, actives largely listed as inhibitors; 0.008% of 240,000 active;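 further: 0% = enzyme with vehicle and -100% = no enzyme basal signal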
# Target sequence (P06280 32-429 limits assumed): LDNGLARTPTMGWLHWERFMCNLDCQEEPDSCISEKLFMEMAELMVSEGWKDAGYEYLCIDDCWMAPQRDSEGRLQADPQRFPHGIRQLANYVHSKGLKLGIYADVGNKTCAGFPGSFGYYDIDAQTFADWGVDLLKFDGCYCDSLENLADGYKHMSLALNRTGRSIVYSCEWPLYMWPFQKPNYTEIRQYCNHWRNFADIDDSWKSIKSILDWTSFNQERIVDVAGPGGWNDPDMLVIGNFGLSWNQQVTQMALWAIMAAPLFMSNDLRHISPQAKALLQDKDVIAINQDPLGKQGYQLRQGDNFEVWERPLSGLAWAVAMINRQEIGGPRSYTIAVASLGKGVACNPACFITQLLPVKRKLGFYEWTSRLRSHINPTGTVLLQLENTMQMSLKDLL
#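 qHTS titration in buffer at pH 5.0. Alpha-galactosidase activity in spleen homogenate was measured via 4-methylumbelliferone release from 1 mM fluorogenic substrate after 40 min at 37C and a pH 10 stop. AC50 came from Hill fits of control-normalized data.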
# Tau fibril ThT: tau fibrillization inhibition (ThT binding). Potency, µM (highest dose often 57.4 µM), inactives show at the top dose activity, negative = inhibition, hits mostly inhibitors. 2.1% of 270,000 active. P10636. recombinant tau K18 P301L (four-repeat tau fragment), heparin-induced fibrillization, ThT fluorescence; further: nearly all actives have a fitted effect of over 55% in size
# Target sequence (P10636 561-689 P618L limits assumed): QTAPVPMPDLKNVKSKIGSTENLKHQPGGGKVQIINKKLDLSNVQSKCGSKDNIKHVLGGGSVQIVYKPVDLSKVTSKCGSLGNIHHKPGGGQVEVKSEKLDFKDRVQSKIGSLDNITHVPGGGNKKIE
#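 In this qHTS, human K18 P301L tau is incubated with compound and heparin for 6 hr at 37 C, and Thioflavin T fluorescence then reports fibril load.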
# Tau FP inhib: inhibitors of human tau fibril formation; K18 P301L tau heparin fibrillization, Alexa594 FP, 6 h; Potency, µM (highest dose often 57.7 µM), for the others: top-dose activity, negative = inhibition, usual class: inhibitors; 0.39% of 280,000 active; further: nearly all actives have a fitted effect of over 55% in size
#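 Human tau K18 […] P301L fragment, 15 uM unlabeled plus 0.24 uM Alexa 594-labeled tau (final), with compound and 20 uM heparin in 100 mM sodium acetate pH 7; 6 hr at 37 C, then Alexa 594 FP read.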
# L3MBTL1 inh: inhibitors of human L3MBTL1 | Q9Y468 | AlphaScreen L3MBTL1–H3K9me1 peptide binding | Potency, µM (doses to about 57.1 µM), for inactives: top-dose activity, negative = inhibition, actives largely listed as inhibitors | 0.66% of 230,000 active; further: nearly all actives have a fitted effect of over 60% in size
#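 L3MBTL1 50 nM + b-AHA-H3(1-15)K9me1 75 nM, 30 min RT; compound added, 30 min RT; streptavidin donor/Ni-chelate acceptor beads 10 ug/mL each final, 30 min RT dark; AlphaScreen read.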
# Numbers without * were called inactive; u = inconclusive; x = not tested or not shown; & = joins results of further samples; [ ] = another dose, or the depositor's remark. Unless noted, the call rests on the fitted dose curve; in most records, active means well fitted curve in the direction sought with a large enough effect; inconclusive means small, poorly fitted or top-dose-only effect, or another doubt; inactive means no such curve, though single readings can be large; an effect the other way counts as inactive or inconclusive. Unless noted, on the % scale 0 is the no-effect control and ±100 the full control effect; potency means the concentration at half of the fitted maximal effect.
# A first look, three compounds:
# Sequence of screens: Tau fluor cs | TexasRed fluor | ALDH1A1 block | TRb-SRC2 inh | GLA spleen mod | Tau fibril ThT | Tau FP inhib | L3MBTL1 inh
Cc1ccc2c(c1)c1c(c(=O)n(-c3ccccc3C)c(=O)n1CC(=O)NCC1CCCO1)n2C (centres undefined)
→ 4% | -1% | x | -8% | x | 8% | -2% | x
COc1ccc(C)cc1NC(=O)N1CCN(S(=O)(=O)c2ccc3c(ccn3C)c2)CC1
→ -19% | 1% | x | -4% | x | -5% | 3% | x
COc1cc([N+](=O)[O-])cc2sc(NC(C)=O)nc12
→ -15% | -1% | x | 1% | 1% | u | -6% | x

# The whole of this part (from the top)
# Sequence of screens: Tau fluor cs | TexasRed fluor | ALDH1A1 block | TRb-SRC2 inh | GLA spleen mod | Tau fibril ThT | Tau FP inhib | L3MBTL1 inh
Cc1ccc2c(c1)c1c(c(=O)n(-c3ccccc3C)c(=O)n1CC(=O)NCC1CCCO1)n2C (centres undefined)
→ 4% | -1% | x | -8% | x | 8% | -2% | x
COc1ccc(C)cc1NC(=O)N1CCN(S(=O)(=O)c2ccc3c(ccn3C)c2)CC1
→ -19% | 1% | x | -4% | x | -5% | 3% | x
COc1cc([N+](=O)[O-])cc2sc(NC(C)=O)nc12
→ -15% | -1% | x | 1% | 1% | u | -6% | x
O=C(c1ccc(Cl)c([N+](=O)[O-])c1)N1CCN(Cc2ccc3c(c2)OCO3)CC1
→ -17% | -1% | 19µM* | 8% | 5% | -14% | 0% | -12%
Cc1nn(C)c(Cl)c1S(=O)(=O)N[C@@H](c1ccccc1)[C@]1(C)C[C@H]1[C@@H](C)C(=O)Nc1ccc2ccccc2c1
→ -29%&-30% | -1%&-4% | -10%&-3% | 4%&1% | 0%&-3% | 4%&8% | u | -10%
Cc1ccc2[nH]c3c(=O)n4c(nc3c2c1)SCC4
→ -10% | -4% | u | -9% | 0% | -12% | -2% | x
N#CC1=C2N=C(N)c3c(sc4c3CCCCC4)N2C2=C(C(=O)CCC2)C1c1ccccc1 (centres undefined)
→ u | 3% | 5µM* | 7% | -4% | u | 15% | -19%
Cn1cccc1C1C(C#N)=C(N)OC2=C1C(=O)CCC2 (centres undefined)
→ -3% | -2% | x | 6% | -12% | u | -1% | 33%[activator]
CC1CCCCC1NC(=O)CSc1nnc(CN2CCOCC2)n1C (centres undefined)
→ -2% | -3% | 8% | -9% | 9% | -8% | -5% | 11%
CC(C)OP(=O)(OC(C)C)C(NC(=O)c1ccc(Br)cc1)c1ccccc1 (centres undefined)
→ -8% | 3% | 7% | 5% | -3% | 0% | -4% | 0%
Cc1ccccc1OCC1CO1 (centres undefined)
→ x | -1% | u | 9% | u | x | x | x
Cc1ccc(S(=O)(=O)c2cn(Cc3ccc(F)cc3)c3cc(N4CCCC4)c(F)cc3c2=O)cc1
→ 0% | 7% | x | 1% | x | -2% | 5% | x
Cc1cccc2cc(CN(Cc3ccc(F)cc3)C(=O)N3CCOCC3)c(=O)[nH]c12
→ -1% | 3% | -6% | 4% | 8% | 0% | 1% | 2%
Clc1ccccc1CSC1=NCCN1
→ -3% | -1% | -2% | 11% | 8% | -17% | -5% | 4%
CCc1cccc(CC)c1NC(=O)c1cccc(N)c1
→ -5% | 1% | u | -6% | 0% | -7% | -3% | x
O=C(NCc1ccncc1)C(F)(F)C(F)(F)C(=O)NCc1ccncc1
→ 2% | 1% | 9% | -3% | 9% | 1% | 3% | x
Cc1c(/C=C/C(=O)c2ccc(O)cc2)cnn1C
→ -1% | -5% | -1% | -21% | -17% | u | -1% | 0%
Cc1ccc(CN(C(=O)c2ccco2)C(C(=O)NC2CCCC2)c2cccnc2)cc1 (centres undefined)
→ 6% | -1% | -9% | -1% | -2% | 1% | -5% | 2%
COc1ccc(CCNC(=O)CSc2cn(CCNC(=O)c3ccccc3F)c3ccccc23)cc1OC
→ -21% | 3% | x | 15% | x | u | 4% | x
COc1cccc(CN(C(=O)/C=C/c2ccc(Cl)cc2)C2CCS(=O)(=O)C2)c1 (centres undefined)
→ -6% | -1% | -14% | 0% | -15% | -4% | 0% | x
C=C(C(=O)OC)C(NC(=O)OC)c1ccccc1 (centres undefined)
→ -21% | 0% | 4% | -6% | -12% | -9% | -18% | x
CC1CCN(c2ccc([N+](=O)[O-])cc2C(N)=O)CC1
→ -2% | -1% | u | 1% | -4% | -10% | -3% | 5%
CCN(C(=O)CSc1nnc(-c2ccc(Cl)cc2)n1C)C1CCS(=O)(=O)C1 (centres undefined)
→ -3% | -1% | 2% | 8% | -9% | -2% | 1% | 7%
O=C(CN1C(=O)c2ccccc2S1(=O)=O)Nc1ccc(S(=O)(=O)N2CCCCCC2)cc1
→ u | -1% | u | -3% | 11% | -2% | u | x
CCOC(=O)NC1(Nc2ccc(Cl)cn2)Oc2ccccc2O1
→ -20% | -5% | 13µM* | 3% | 2% | u | u | 11µM*
Cc1ccc(-c2n[nH]c(=S)n2/N=C/C=C/c2ccccc2[N+](=O)[O-])cc1
→ u | -6% | 5% | 7% | 3% | u | 5% | x
COc1cc([N+](=O)[O-])cc(/C=N/NC(=O)C(C)Nc2cccc(C)c2)c1O (centres undefined)
→ -23% | 3% | -1% | -3% | -1% | 11µM* | 9% | 3%
CCCNC(=O)N1CCN(C(=O)NCCC)CC1
→ -8% | -1% | 0% | -1% | 3% | -12% | 5% | x
Cc1ccc(-n2ncc(C(=O)NC3CCCC3)c2C2CCN(C(=O)OC(C)(C)C)CC2)c(C)c1
→ -12% | -4% | x | 5% | x | -12% | 1% | x
COc1ccc(-n2c(-c3cccc(F)c3)nc3c(cnn3-c3ccc(C)cc3)c2=O)cc1
→ -18% | 0% | x | 3% | x | -11% | -16% | x
O=C(O)C1Cc2[nH]cnc2C(c2ccccc2O)N1 (centres undefined)
→ -2% | -3% | -4% | 4% | -1% | -6% | -2% | 4%
Cc1n[nH]c(C)c1S(=O)(=O)N1CCCC(C(=O)Nc2ccc(Br)cc2)C1 (centres undefined)
→ -16% | 1% | x | 0% | x | -2% | -11% | x
CCOCCCNC(=O)c1c(C)c(C(=O)OCC)n(C)c1C
→ 5% | -2% | 4% | -23% | 1% | -5% | -5% | 2%
Cn1c(CCCCCN)nc2ccccc21
→ -9% | -2% | -11% | -1% | 9% | u | -14% | -8%
COc1ccc(OC)c(NC(=O)CCc2nc(-c3ccc(C)cc3)no2)c1
→ u | -1% | x | -11% | x | u | -1% | x
COc1ccc2c(=O)c(-c3ccccc3C)c(C)oc2c1
→ -3% | 1% | -13% | -8% | 3% | -10% | 1% | 3%
O=C(c1ccc(-c2ccccc2)cc1)N1CCN(c2ccccn2)CC1
→ -3% | -1% | u | 2% | -1% | -7% | 11% | u
Cn1c(=O)[nH]c(=O)c2c1nc1n2CCS1
→ 3% | 1% | 0% | 3% | 3% | -3% | 1% | 25%
COC(=O)c1ccc(NC2CC(=O)N(c3ccccc3C)C2=O)cc1 (centres undefined)
→ -6% | 2% | 13µM* | 11% | 2% | -15% | -1% | x
CSCCC(NS(=O)(=O)c1ccc(Cl)cc1)C(=O)OCc1cccc(Cl)c1 (centres undefined)
→ -22% | 0% | -13% | -3% | -3% | -4% | 0% | -5%

# Quoted at random: 3 entries already listed, in no set order.
# Sequence of screens: Tau fluor cs | TexasRed fluor | ALDH1A1 block | TRb-SRC2 inh | GLA spleen mod | Tau fibril ThT | Tau FP inhib | L3MBTL1 inh
CCc1cccc(CC)c1NC(=O)c1cccc(N)c1
→ -5% | 1% | u | -6% | 0% | -7% | -3% | x
CCN(C(=O)CSc1nnc(-c2ccc(Cl)cc2)n1C)C1CCS(=O)(=O)C1 (centres undefined)
→ -3% | -1% | 2% | 8% | -9% | -2% | 1% | 7%
O=C(c1ccc(-c2ccccc2)cc1)N1CCN(c2ccccn2)CC1
→ -3% | -1% | u | 2% | -1% | -7% | 11% | u

# Other entries.
# Sequence of screens: Tau fluor cs | TexasRed fluor | ALDH1A1 block | TRb-SRC2 inh | GLA spleen mod | Tau fibril ThT | Tau FP inhib | L3MBTL1 inh
COc1ccc(OC)c(NC(=O)N2c3ccccc3Sc3ccccc32)c1
→ u | -3% | x | 17% | x | -12% | -8% | x
CCOC(=O)c1[nH]c2cc3c(cc2c1CCCN1C(=O)c2ccccc2C1=O)OCCO3
→ u | -1% | -4% | 4% | 10% | -5% | -12% | 4%
O=C(CCC(=O)Nc1ccccc1)N/N=C/c1ccco1
→ -6% | -4% | 6% | -5% | -13% | 4% | -8% | -5%
O=C(N/N=C1\CC(c2ccccc2)Oc2ccccc21)c1cccnc1 (centres undefined)
→ -13% | -8% | u | 1% | -2% | -7% | -2% | x
COC(=O)C1=C(C)NC(c2c(O)ccc3ccccc23)C(C(=O)OC)=C1C (centres undefined)
→ 0% | 0% | 3% | 3% | -3% | -1% | -4% | -7%
c1ccc2c(c1)CC1(CCCC1)n1nnnc1-2
→ 2% | 2% | 13µM* | -1% | 11% | -4% | 4% | 8%
CCN(CC)CCNC(=O)c1nn(-c2ccc(OC)c(Cl)c2)c(=O)c2c1c1ccccc1n2C
→ -16% | -1% | x | 1% | x | 2% | -15% | x
CCC(C)(C)NC(=O)CN(C(=O)C(=O)Nc1ccc2c(c1)OCCO2)C(C)(C)CC
→ 0% | 0% | 2% | 4% | -8% | -1% | -1% | 5%
COc1ccc(C(=O)Nc2ccc3c(c2)N(C2CCCC2)C(=O)c2ccccc2S3)cc1OC
→ -27% | -2% | x | -1% | x | 9% | u | x
CCNC(=S)NNC(=O)c1cc(-c2ccc(OCC)cc2)nc2ccccc12
→ -24% | -1% | u | 15% | 4% | 7% | 13% | -10%
Cc1cc(NC(=O)CSc2nc3ccccc3c(=O)n2CCCC(=O)NCc2ccco2)n[nH]1
→ -14% | -2% | -6% | 5% | -25% | -12% | -1% | 2%
O=C(Nc1ccc2oc(-c3cccnc3)nc2c1)c1ccc([N+](=O)[O-])o1
→ -20% | -1% | 5% | 5% | 2% | u | 6% | -2%
CCOc1ccc(N2C(=O)CC(N(CCc3ccccc3)C(=O)/C=C/C(=O)O)C2=O)cc1 (centres undefined)
→ -1% | -1% | u | -7% | 3% | -10% | 10% | -4%
CC1CCCCC1NC(=O)COC(=O)c1c2c(nc3ccccc13)/C(=C/c1ccco1)CC2 (centres undefined)
→ -16% | u | u | -2% | 2% | u | -9% | u
CCN(Cc1cc2ccccc2[nH]c1=O)C(=O)C1CCCCC1
→ -7% | 1% | u | -9% | -17% | -10% | -8% | x
Cc1ccccc1NC1=NC(=S)N(c2ccccc2)C12CCCCC2
→ -1% | 2% | -3% | -7% | 0% | -7% | 0% | -6%

# Screens deposited in PubChem BioAssay by National Center for Advancing Translational Sciences (NCATS).
